Rhodamine autofl – rhodamine region autofluorescence. max dye-equivalent concentration, M. Rhodamine-region fluorescence, 547/598 nm, Tris buffer; hits give high values. AID 594. hit rate 0.05% among 59,000; in the data active means max dye-equivalent concentration above about 11 nM; inconclusive means between about 1.1 nM and that limit
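Compound fluorescence in 100 mM Tris, pH 8.0, read after 15 min at room temperature with 547 nm excitation and 598 nm emission. Output is dye-equivalent concentration from an on-plate rhodamine standard series.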
Luciferase inh – firefly luciferase inhibition; Potency, µM (doses to about 57.1 µM), without a hit: at the top dose activity change, negative = inhibition, most hits filed as inhibitors; hit rate 2.2% among 72,000; purified firefly luciferase, luminescence, 8 min; further: potency means the concentration at half of the fitted maximal effect; on the % scale 0 is the no-effect control and ±100 the full control effect; nearly all actives have a fitted effect of over 40% in size
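qHTS concentration-response profiling: light output of P. pyralis luciferase with luciferin and 10 uM ATP, imidazole buffer pH 7.2. Read by luminescence after 8-min room-temperature incubation.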
Hsp90 Hop PPI – changes Hsp90-Hop TPR2A binding signal, up or down | AID 595 | AlphaScreen TPR2A-His6 binding biotin-Hsp90 C-terminal peptide | hit rate 0.44% among 71,000 | Potency, µM (highest dose often 57 µM), inactives show at the highest dose activity change, negative = inhibition; active means well fitted curve in either direction with a large enough effect; inconclusive means small, poorly fitted or top-dose-only effect, or another doubt; further: potency means the concentration at half of the fitted maximal effect; on the % scale 0 is the no-effect control and ±100 the full control effect; many of its hits are not listed in these tables
Texas Red fluor – compound fluoresces in the Texas Red spectral region | Compound fluorescence, Texas Red channel, 547/618 nm; hits give high values | max dye-equivalent concentration, M | hit rate 0.06% among 59,000 | AID 587; in the data active means max dye-equivalent concentration above about 10 nM; inconclusive means between about 1.1 nM and that limit
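Spectral interference profiling: each compound concentration's relative fluorescence, read with a 547 nm excitation and 618 nm emission filter pair, was normalized to a per-plate Texas Red standard curve.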
Tau filament bind – binds recombinant human tau filaments. Potency, µM (doses to about 57.1 µM), inactives show at the highest dose activity change, negative = inhibition. P10636. recombinant tau filaments, thioflavin S fluorescence, 15 h; filaments grown with octadecylsulfate alongside compound. hit rate 2% among 71,000;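 further: potency means the concentration at half of the fitted maximal effect; on the % scale 0 is the no-effect control and ±100 the full control effect; actives lower thioflavin S fluorescence by blocking filaments or displacing dye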
Target sequence (P10636 whole entry, looked up): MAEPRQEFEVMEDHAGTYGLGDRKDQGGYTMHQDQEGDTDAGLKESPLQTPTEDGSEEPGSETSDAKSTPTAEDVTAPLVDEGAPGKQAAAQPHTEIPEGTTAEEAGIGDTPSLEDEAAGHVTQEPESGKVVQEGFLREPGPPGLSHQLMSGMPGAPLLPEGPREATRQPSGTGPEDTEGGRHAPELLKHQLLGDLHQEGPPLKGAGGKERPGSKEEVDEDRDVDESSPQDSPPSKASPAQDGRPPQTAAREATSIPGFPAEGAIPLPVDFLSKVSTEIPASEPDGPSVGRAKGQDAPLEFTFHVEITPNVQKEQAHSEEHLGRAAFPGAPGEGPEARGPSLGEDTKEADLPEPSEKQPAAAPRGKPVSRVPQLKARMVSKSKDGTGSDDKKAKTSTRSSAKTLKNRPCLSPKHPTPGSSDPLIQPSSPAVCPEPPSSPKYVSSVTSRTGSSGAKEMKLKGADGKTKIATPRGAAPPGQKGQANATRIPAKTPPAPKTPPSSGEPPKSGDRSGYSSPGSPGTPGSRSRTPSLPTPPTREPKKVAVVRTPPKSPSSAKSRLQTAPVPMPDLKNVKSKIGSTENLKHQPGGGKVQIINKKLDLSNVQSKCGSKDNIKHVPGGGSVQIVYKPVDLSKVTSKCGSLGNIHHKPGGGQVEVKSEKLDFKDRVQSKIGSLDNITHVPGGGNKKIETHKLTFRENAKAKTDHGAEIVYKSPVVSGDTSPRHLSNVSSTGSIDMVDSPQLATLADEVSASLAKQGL
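His-tagged recombinant human tau (exons 2, 3 and 10 included), 1 uM, was induced to fibrillize by 30 uM sodium octadecylsulfate with compound present. After 15 h at 37 C, thioflavine S fluorescence (ex 450, em 510 nm) was read.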
CRE Fsk mod – alters forskolin-stimulated CRE reporter signaling in CHO cells; CHO CRE-bla reporter (cAMP response element driving beta-lactamase), forskolin EC10, beta-lactamase ratio; Potency, µM (titrated, usually from 38.2 µM), inactives show at the highest dose activity change, negative = inhibition, actives largely listed as activators; hit rate 2.5% among 71,000; active means well fitted activation curve with a large enough effect in the signal ratio, with a control signal flat, not every such curve was filed as active; inconclusive means small, poorly fitted or top-dose-only effect, or effect the other way, or a change in a side signal; the % refers to the signal ratio; further: potency means the concentration at half of the fitted maximal effect; % of control where 0% means no effect
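Forskolin analogue NKH 477 at EC10 stimulated CRE-driven beta-lactamase in CHO cells alongside compound dilution series. Beta-lactamase was measured with CCF4, excitation 405 nm, emission ratio 460/530 nm.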
HADH2 inh – blocks human hydroxyacyl-CoA dehydrogenase type II; recombinant HADH2, NADH fluorescence, beta-hydroxybutyryl-CoA; Q99714; hit rate 3.4% among 73,000; Potency, µM (highest dose often 57.1 µM), for the others: top-dose activity change, negative = inhibition, usual class: inhibitors; further: potency means the concentration at half of the fitted maximal effect; on the % scale 0 is the no-effect control and ±100 the full control effect; nearly all actives have a fitted effect of over 60% in size; many of its hits are not listed in these tables
Target sequence (Q99714 whole entry, looked up, one chain of several): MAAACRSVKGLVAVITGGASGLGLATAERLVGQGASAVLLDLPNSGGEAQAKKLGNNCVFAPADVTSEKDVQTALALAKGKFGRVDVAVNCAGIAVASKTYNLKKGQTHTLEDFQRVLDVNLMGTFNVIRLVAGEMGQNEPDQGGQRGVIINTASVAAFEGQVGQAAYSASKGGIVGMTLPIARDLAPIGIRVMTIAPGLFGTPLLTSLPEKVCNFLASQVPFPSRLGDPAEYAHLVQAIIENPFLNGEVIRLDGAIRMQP
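His-tagged recombinant enzyme from E. coli, 20 nM, preincubated 15 min RT with compound; reaction started with 1 mM NAD+ and 90 uM beta-hydroxybutyryl-CoA in 100 mM Tris-HCl pH 9.0. NADH fluorescence (ex 360/em 450) read over 4 min; last-minus-first difference.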
ERK AVP inh – inhibitors of vasopressin-stimulated ERK signaling pathway; HEK293-V1b, vasopressin-stimulated pERK AlphaScreen; Potency, µM (top dose mostly 57.5 µM), for inactives: at the highest dose activity, negative = inhibition, hits mostly inhibitors; hit rate 0.99% among 72,000; further: potency means the concentration at half of the fitted maximal effect; on the % scale 0 is the no-effect control and ±100 the full control effect; nearly all actives have a fitted effect of over 55% in size
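qHTS, compounds titrated on V1b-expressing HEK293 cells. Preincubation 30 min at 37C, vasopressin 25 nM for 5 min, lysis 10 min, bead incubation 5 hr at room temperature.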
HBB splice mod – alters splicing of the hemoglobin beta chain; HBB splicing reporter cell assay, activation; EGFP reporter with mutant IVS2-654 intron; response scale: normalised to 500 nM splice-correcting PNA; Potency, µM (doses to about 46.1 µM), without a hit: at the highest dose activation, usual class: activators; hit rate 0.06% among 65,000; AID 925; further: potency means the concentration at half of the fitted maximal effect; 0% is about no effect
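HeLa cells stably expressing EGFP interrupted by mutant beta-globin intron 2 (IVS2-654), 500/well in 2% FCS. Treated with compound for 2 days at 37C. Splicing correction scored as total well GFP intensity (488 nm excitation, 500-520 nm emission); 500 nM antisense PNA served as control.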
Pol III holo inh – DNA polymerase III holoenzyme inhibition; reconstituted DNA polymerase III holoenzyme replication, biochemical; AID 603; Potency, µM (series often up to 57.1 µM), without a hit: at the highest dose activity change, negative = inhibition; hit rate 0.25% among 71,000; further: potency means the concentration at half of the fitted maximal effect; on the % scale 0 is the no-effect control and ±100 the full control effect
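Reconstituted *E. coli* holoenzyme (0.35 nM Pol III, 1 nM beta, 154 nM SSB, 2 nM primase) was preincubated with compound for 15 min at RT. Synthesis on 1.4 nM ssM13Gori ran 35 min, then was stopped with PicoGreen/EDTA and read as dsDNA fluorescence.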
ALOX15 inhib – 15-hLO (ALOX15) enzyme inhibition; hit rate 1.4% among 74,000; purified 15hLO-1, xylenol orange hydroperoxide absorbance; Potency, µM (titrated, usually from 57.1 µM), without a hit: at the highest dose activity change, negative = inhibition, hits mostly inhibitors; P16050; further: potency means the concentration at half of the fitted maximal effect; on the % scale 0 is the no-effect control and ±100 the full control effect; nearly all actives have a fitted effect of over 55% in size
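40 nM 15hLO-1 + cpd, 15 min RT; start w/ 50 uM AA (final), 6 min RT; stop/detect w/ 200 uM XO + 300 uM Fe(II) in 50 mM H2SO4, 30 min; A573/A405. Buffer 25 mM Hepes pH 7.5, 0.01% Triton X-100. No-enzyme wells as negative control.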
Starred values were filed as active, the others as inactive; i = inactive; u = inconclusive; x = not tested or not shown; [ ] = another dose, or the depositor's remark. Unless noted, the call rests on the fitted dose curve; in most records, active means well fitted curve in the direction sought with a large enough effect; inconclusive means small, poorly fitted or top-dose-only effect, or another doubt; inactive means no such curve, though single readings can be large; an effect the other way counts as inactive or inconclusive.

Preview (2 entries):
SMILES	Rhodamine autofl	Luciferase inh	Hsp90 Hop PPI	Texas Red fluor	Tau filament bind	CRE Fsk mod	HADH2 inh	ERK AVP inh	HBB splice mod	Pol III holo inh	ALOX15 inhib
Cn1c2ccccc2c2ncn(Cc3ccco3)c(=O)c21	i	1%	-2%	i	10%	10µM*	u	-20%	1.2%[1.84 µM]	-4%	-7%
COC(=O)c1ccc(Cn2cnc3c(cnn3-c3ccc(Cl)cc3)c2=O)o1	i	1%	3%	i	31%	6.3µM*	6%	u	1.0%	-1%	-7%

All compounds of this part, previewed entries included:
SMILES	Rhodamine autofl	Luciferase inh	Hsp90 Hop PPI	Texas Red fluor	Tau filament bind	CRE Fsk mod	HADH2 inh	ERK AVP inh	HBB splice mod	Pol III holo inh	ALOX15 inhib
Cn1c2ccccc2c2ncn(Cc3ccco3)c(=O)c21	i	1%	-2%	i	10%	10µM*	u	-20%	1.2%[1.84 µM]	-4%	-7%
COC(=O)c1ccc(Cn2cnc3c(cnn3-c3ccc(Cl)cc3)c2=O)o1	i	1%	3%	i	31%	6.3µM*	6%	u	1.0%	-1%	-7%
Cc1nn(-c2cc(N3CCOCC3)ccc2N)c(=O)c2ccccc12	i	1%	-3%	i	-11%	2%	-1%	-15%	1.8%	2%	-6%
CN(C)C(=O)CSc1nnc2sc3ccccc3n12	i	0%	2%	u	5%	-16%	5%	22%	1.1%	-7%	-7%
O=C(Nc1ccc(S(=O)(=O)NC2CCCCC2)cc1)c1ccc(Br)o1	i	2%	-3%	i	38%	u	8%	-7%	0.1%	-5%	-25%
CCS(=O)(=O)/N=C(\N)c1ccccc1	i	3%	2%	i	6%	3%	16%	-21%	-0.1%[57.5 µM]	-1%	11%
C=CCn1c(SCC(=O)Nc2ccc(C(=O)OCC)cc2)nnc1-c1cccs1	i	-5%	-3%	i	242%	3%	u	-25%	-1.1%	-1%	u
C/C(N)=C(/C#N)C(=O)CSc1nnc(Nc2cccc(C)c2C)s1	i	-3%	-5%	u	-4%	u	u	13%	0.0%	-2%	-17%
O=S(=O)(NCCOC12CC3CC(CC(C3)C1)C2)c1cccc2nsnc12	i	2%	-7%	i	16µM*	14%	6%	u	-1.0%	-3%	-4%
CN1CCN(c2ccc(C(=O)c3ccc(F)cc3)cc2)CC1	x	25µM*	-5%[11 µM]	x	-6%[11.4 µM]	1%[7.6 µM]	-11%[11.4 µM]	-31%	-1.8%[0.0738 µM]	-4%[11.4 µM]	-16%[11.4 µM]
COc1ccc(C2/C(=C(\O)c3ccc(OC)c(Cl)c3)C(=O)C(=O)N2CCN(C)C)cc1 (stereo not given)	i	2%	-3%	i	-1%	-7%	-4%	-12%	3.1%[1.84 µM]	1%	7%
OC(c1ccccn1)c1c[nH]c2ccccc12 (stereo not given)	i	0%	-5%	i	-5%	-13%	-14%	5%	3.9%[0.369 µM]	-1%	1%
COCCN1C(=O)c2ccc(C(=O)Nc3nccs3)cc2C1=O	i	-28%	-2%	i	-10%	5%	9%	-26%	-1.2%	-2%	-15%
CC(C)C[C@H](NC(=O)OC(C)(C)C)c1nnc(SCc2cccc(F)c2)o1	i	-1%	19%	u	-28%	0%	11%	10%	-1.8%[57.5 µM]	0%	1%
CCOC(=O)Cn1c(=O)oc2cc(S(=O)(=O)N3CCCc4ccccc43)ccc21	x	0%	11%	x	-16%	-15%	-1%	x	0.4%	3%	-2%
CC(=O)c1c(C)[nH]c(C(=O)N2CCc3ccccc32)c1C	i	2%	-1%	i	-5%	-12%	-6%	5%	0.0%[57.5 µM]	2%	-12%
Cc1cccc(CNc2ncncc2-c2ccccc2C(F)(F)F)c1	i	-1%[2.29 µM]	-2%	i	4%	15%	-20%	-4%	0.0%	-11%	u
CCCn1c(SCC(=O)Nc2c(C)cccc2C)nnc1C(C)C	i	2%	0%	i	-1%	0%	9%	1%	x	-2%	-1%
N#CCc1nc(CSc2nc3ccccc3s2)cs1	i	-8%	1%	u	-19%	0%	-24%	0%	2.1%	-10%	-20%
CCOC(=O)CSc1nnc(NC(=O)c2cccc(S(=O)(=O)N3CCCCC3)c2)s1	i	2%	-3%	i	6%	-12%	-5%	-7%	0.3%	-1%	7%
Cc1ccc(C2/C(=C(\O)c3c(C)nc4ccccn34)C(=O)C(=O)N2CCCN2CCOCC2)o1 (stereo not given)	i	0%	-2%	u	24%	-3%	-1%	16%	6.2%[0.369 µM]	-12%	0%
COc1ccc(C(C)(C)C)cc1NC(=O)C1CC=CCC1C(=O)O (stereo not given)	x	0%	1%	x	-5%	-3%	-4%	0%	-1.9%	4%	11%
O=S(=O)(Nc1ccc(N2CCCCC2)cc1)c1cccs1	i	-9%	-15%	i	u	u	1%	3%	0.1%[57.5 µM]	1%	-19%
O=C(NCCSCc1ccccc1)c1cc(S(=O)(=O)N2CCOCC2)ccc1F	i	2%	2%	u	0%	u	2%	-3%	-3.2%[1.84 µM]	-1%	4%
CCOC(=O)N1CCN(C(=O)Cc2ccc(C)cc2)CC1	i	0%	-3%	i	-14%	-3%	9%	0%	-0.6%	-5%	-5%
CC1(C)C(=O)NCCN1C(=O)CSc1nccc(-c2ccc(Br)cc2)n1	i	-18%	-2%	u	8%	u	-4%	7%	-0.3%[57.5 µM]	2%	4%
CC(C)N(Cc1nc(-c2ccccc2)no1)S(=O)(=O)c1ccccc1	x	-2%	-1%[2.3 µM]	x	32%	u	-12%	74%[activator]	-1.9%	6%	-14%
O=c1cc(Nc2ccc3c(c2)OCCO3)[nH]c(=O)n1-c1ccc(Cl)cc1	x	1%	-6%	x	30%	u	6%	x	-1.2%	0%	2%
Nc1sc2c(c1C(=O)NC1CCS(=O)(=O)C1)CCCC2 (stereo not given)	x	u	2%	x	7%	-1%	-5%	x	-0.6%	-12%	13%
CCCN1CC=C2C(C#N)=C(N)C(C#N)(C#N)C(c3cc(OC)ccc3OC)C2C1 (stereo not given)	i	-1%	u	i	413%	u	u	-18%	x	0%	u
CCC(C)N(C(=O)Cn1nnc2ccccc21)C(C(=O)NCc1ccco1)c1cccc(OC)c1 (stereo not given)	i	3%	-1%	i	-5%	-11%	-1%	-3%	-0.1%[57.5 µM]	-3%	8%
O=C(CSc1n[nH]c(-c2ccco2)n1)Nc1sc2c(c1C(=O)Nc1ccccc1)CCCC2	i	4%	-7%	i	i	u	-12%	-26%	6.8%	4%	-17%
CCn1cc(C(=O)Nn2cnnc2)c(=O)c2ccc(C)nc21	i	3%	-8%	u	4%	19%	-5%	8%	-2.4%[0.369 µM]	0%	5%
Cc1ccc(CN2C(=O)CCC2C(=O)NCCCN2CCOCC2)cc1 (stereo not given)	i	1%	0%	i	4%	21%	2%	29%	-1.2%	-4%	2%
CCOc1ccccc1N1CC(C(=O)Nc2ccccc2N2CCOCC2)CC1=O (stereo not given)	i	2%	-4%	i	-21%	6%	-2%	-5%	1.3%	-3%	-14%
Cc1cc(C)nc(SCC(=O)N2CCC(C(N)=O)CC2)n1	i	0%	-4%	i	-2%	0%	7%	-17%	0.7%	-4%	-10%
CCCSc1nc2c(cnn2-c2ccc(F)cc2)c(=O)[nH]1	x	3%	0%	x	64%	2µM*	-4%	x	-1.4%	3%	2%
Cc1cccc(-n2c(CNC(=O)c3ccc(S(=O)(=O)N4CCCC4)cc3)n[nH]c2=S)c1	i	-1%	-2%	i	14%	1%	u	-6%	0.8%	4%	-8%
O=C(CN1CCOCC1)Nc1cc(Cl)ccc1Cl	x	-1%	1%	x	6%	20%	4%	-6%	-2.8%	0%	-1%
CCN(CCCNC(=O)CCNC(=O)Cn1cnc2ccccc2c1=O)c1ccccc1	i	0%	-5%	u	2%	-7%	2%	-11%	9.1%	-3%	1%
COCCOC(=O)c1c(C)oc2ccc(NS(=O)(=O)c3ccc(F)cc3)cc12	x	0%	0%	x	0%	u	-7%	-6%	-1.5%	-2%	-6%
Cc1ccc2nc(-c3ccccc3)cc(C(=O)O)c2c1	x	u	0%	x	1%	-6%	u	10%	-0.9%[9.22 µM]	0%	-2%
CCS(=O)(=O)N1CCC(C(=O)NCCCN2CCN(c3ccccc3F)CC2)CC1	i	-1%	0%	i	-16%	5%	3%	4%	0.8%	0%	5%
CCOC(=O)C1=C(C)N=C2SCCC(=O)N2C1c1ccc(C(=O)OC)cc1 (stereo not given)	i	0%	0%	i	-4%	-2%	5%	4%	-4.8%	-4%	9%

Assay outcomes: PubChem, National Center for Advancing Translational Sciences (NCATS)

These rows are one share of the data, so the mix of outcomes need not match the whole.
